BoNT-A LC inh2 = inhibitors of Botulinum neurotoxin A light chain protease. actives 0.17% (n = 360,000). multiplex microsphere protease substrate cleavage, flow cytometry. AID 588499. inhibition, % at 10 µM; also: plate controls were buffer without enzyme for full effect and enzyme alone for no effect
TcdB GH inh = blocks C. difficile toxin B glycohydrolase activity | inhibition, % at 9.99 µM | TcdB glycohydrolase enzymatic assay, plate reader | actives 0.24% (n = 350,000); in the data active = inhibition above about 10%
Y pestis TopoI = blocks Yersinia pestis topoisomerase I activity; activity, % at 10 µM; actives 0.064% (n = 360,000); Y. pestis Topo-I cleavage product accumulation, plate reader; in the data active = activity above about 50%, passing the limit was not always enough; also: inactives centre near 2
CCHFV vOTU inh = CCHFV vOTU protease inhibition; Pep-AMC fluorescence; inhibition, % at 11.5 µM; actives 0.55% (n = 370,000); AID 651958; in the data active = inhibition above about 30%; also: 0% = vehicle wells with enzyme and 100% = no enzyme wells
SSB-PriA inh = K. pneumoniae PriA-SSBct interaction inhibition | AlphaScreen SSBct-PriA binding, biotinylated peptide | inhibition, % at 33 µM | actives 0.6% (n = 430,000) | AID 1272365; in the data active = inhibition mostly above about 37%, no sharp cut-off; inactive = mostly below about 20%;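 also: plate controls were negative control peptide for no effect and reference peptide for full effect; strong numbers were not always called active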
3CLpro inhibitor = SARS-CoV 3CLpro protease inhibition | P0C6X7 | recombinant SARS-CoV 3CLpro, quenched FRET peptide cleavage | inhibition, % at 6 µM | actives 0.14% (n = 290,000) | AID 1706; in the data active = inhibition above about 12%
PfHsp40 yeast = restores yeast growth despite PfHsp40 toxicity; S. cerevisiae expressing PfHsp40, growth rescue, ATP luminescence; growth rescue, % at 12.5 µM; actives 0.68% (n = 340,000); AID 504582; in the data active = growth rescue above about 28%, passing the limit was not always enough;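 also: yeast W303a lacking pdr1 and pdr3 grown in galactose medium; growth measured after three days at 30 °C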
BH1578 lux ind = quorum light induction in luxS cqsA deficient V. cholerae; AID 588436; actives 0.16% (n = 350,000); activation, % at 18.7 µM; V. cholerae BH1578 lux reporter, luminescence, 6 h; in the data active = activation mostly above about 9.7%, no sharp cut-off; also: not every result past the cut was called active; inactives centre near 0; reference of the scale not given here
VHR inh abs = DUSP3 (human) phosphatase inhibition | recombinant VHR phosphatase, pNPP absorbance | P51452 | inhibition, % at 13.3 µM | actives 0.52% (n = 290,000); in the data active = inhibition above about 50%; also: some compounds called inactive have numbers as strong as hits
Target sequence (P51452 whole entry, looked up): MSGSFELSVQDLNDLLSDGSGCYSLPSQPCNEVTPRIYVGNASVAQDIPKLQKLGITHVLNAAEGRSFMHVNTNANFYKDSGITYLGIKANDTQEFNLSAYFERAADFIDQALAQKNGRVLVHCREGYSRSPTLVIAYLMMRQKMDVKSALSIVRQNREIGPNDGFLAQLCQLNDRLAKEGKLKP
Anthrax LF prot = anthrax lethal factor protease inhibition; P15917; multiplex microsphere protease cleavage assay, LF; inhibition, % at 10 µM; actives 0.12% (n = 360,000); AID 588501; also: plate controls were buffer without enzyme for full effect and enzyme alone for no effect
Target sequence (P15917 whole entry, looked up): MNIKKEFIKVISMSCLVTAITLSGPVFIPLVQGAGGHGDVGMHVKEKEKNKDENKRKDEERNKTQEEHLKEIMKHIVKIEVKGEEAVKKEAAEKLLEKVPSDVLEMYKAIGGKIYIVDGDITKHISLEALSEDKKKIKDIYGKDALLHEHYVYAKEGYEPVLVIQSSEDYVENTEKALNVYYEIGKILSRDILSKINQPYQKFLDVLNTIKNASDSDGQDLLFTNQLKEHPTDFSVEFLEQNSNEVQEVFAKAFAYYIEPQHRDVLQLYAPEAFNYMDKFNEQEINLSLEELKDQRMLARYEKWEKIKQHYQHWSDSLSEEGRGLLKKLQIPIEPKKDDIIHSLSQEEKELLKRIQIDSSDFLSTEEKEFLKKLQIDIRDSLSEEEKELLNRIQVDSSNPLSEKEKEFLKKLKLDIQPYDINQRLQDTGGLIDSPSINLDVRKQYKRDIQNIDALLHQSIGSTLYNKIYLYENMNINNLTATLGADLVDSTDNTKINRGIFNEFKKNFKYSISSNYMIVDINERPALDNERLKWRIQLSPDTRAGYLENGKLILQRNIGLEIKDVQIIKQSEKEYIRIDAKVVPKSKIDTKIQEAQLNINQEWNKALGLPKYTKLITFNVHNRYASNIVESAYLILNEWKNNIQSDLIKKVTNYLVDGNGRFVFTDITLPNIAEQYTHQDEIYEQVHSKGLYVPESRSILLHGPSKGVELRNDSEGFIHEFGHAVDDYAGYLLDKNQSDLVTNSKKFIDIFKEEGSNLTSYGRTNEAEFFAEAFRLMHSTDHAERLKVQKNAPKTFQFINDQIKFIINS
Active calls of the source: *; i = inactive; . = not tested or not shown; & = joins results of further samples. Rule as the data show it, unless noted: active = inhibition above about 30%; inconclusive = no clear call, values can overlap the other calls; inactive = below that. This is a subset; the hit share may differ from the screen's.

SMILES	BoNT-A LC inh2	TcdB GH inh	Y pestis TopoI	CCHFV vOTU inh	SSB-PriA inh	3CLpro inhibitor	PfHsp40 yeast	BH1578 lux ind	VHR inh abs	Anthrax LF prot
O=C(NC(=S)NNC(=O)c1ccccc1[N+](=O)[O-])c1ccc(Br)cc1	-0.9	5.0	-4	3	1	3	-1.5	-0.3	-18	5
Cc1cccc(C)c1NC(=O)COC(=O)c1cc(-c2cccnc2)nc2ccccc12	7.4	-0.2	0	5	0	1	0.5	i	28	5
Cc1cc(OCCOCCNCc2ccccc2)ccc1C(C)C	-1.9	0.1	16	-4	16	4	0.5	-0.9	10	-11
C/C(=N\NC(=O)c1cc(-c2ccc(O)cc2)nc2ccccc12)c1cccnc1	-0.3	1.1	-12	-2	.	-2	1.6	-1.8	27	-1
CC1N=C(N)C(c2nc3ccccc3n2C)=C1O (configuration not stated)	-0.4	0.9	2	-10	-9	2	-0.2	i	8	-1
O=C(COC(=O)COc1ccc(Br)cc1)NC1CCCC1	0.1	2.1	5	-5	-4	.	-1.0	8.3	.	6
O=C(N/N=C/c1sc(N2CCOCC2)nc1-c1ccccc1)c1cccc(S(=O)(=O)N2CCCC2)c1	7.7	.	30	-9	.	4	-1.2	-0.5	17	2
Cc1ccc(S(=O)(=O)NN=C2C3CC4CC(C3)CC2C4)cc1[N+](=O)[O-]	0.6	.	-2	-5	-5	-1	-1.5	-0.4	-3	1
Cc1ccc(CNC(=O)CSc2ncc(C(=O)Nc3ccccc3)c(=O)n2C)cc1	-2.8	1.8	18	-2	-9	.	0.1	5.7	.	0
COc1ccccc1CNC(=O)CN1C(=O)NC2(CCOc3ccccc32)C1=O (configuration not stated)	.	1.1	-1	-7	6	.	0.0	i	.	.
Cc1cccc(N2CCN(C(=O)CCNS(=O)(=O)c3ccc4c(c3)oc(=O)n4C)CC2)c1C	.	-1.3	-11	6	-14	3	-0.3	i	13	.
Cc1ccc(C)c(OCCC(=O)N2CCN(S(=O)(=O)c3cc(F)ccc3F)CC2)c1	-1.0	-0.2	4	3	-5	.	1.9	-0.3	.	-5
COc1ccc(CCNC(=O)CCCCC(=O)NCCc2ccc(OC)c(OC)c2)cc1OC	-0.4	-0.2	-9	14	-4	.	-1.5	-0.4	.	-5
COc1ccc(OC)c(NC(=O)C2C(C(=O)O)C3(Cl)C(Cl)=C(Cl)C2(Cl)C3(Cl)Cl)c1 (configuration not stated)	-0.2	3.8	4	20	9	1	0.5	-0.3	16	-7
CC(C)CCN1CCC(n2nccc2NC(=O)c2ccc3c(c2)OCO3)CC1	1.3	0.7	3	2	-7	2	-1.2	-0.3	6	0
CCc1ccc(NC(=O)COC(=O)CC2CCCC2)cc1	0.5	3.1	1	14	-18	.	1.8	.	.	7
CCN(CC)CCNC(=O)c1ccc(NC(=O)C2CCN(c3ncnc4sc(C)c(C)c34)CC2)cc1	2.9	2.1	-25	17	-14	5	-1.3	0.9	-7	0
Cc1ccc(NC(=O)C2CSC3(C)CCC(=O)N23)cc1S(=O)(=O)N1CCOCC1 (configuration not stated)	4.6	1.7	7	-4	-5	.	-0.4	i	.	2
Cc1ccccc1NC(=O)/C(=C/c1ccccc1)c1ccccc1	0.2	0.8	36	-6	-48	7	1.3	.	13	-5
Cc1cc(C)n(CC2CC(=O)N(c3ccc(Cl)c(Cl)c3)C2=O)n1 (configuration not stated)	-0.1	.	0	16	-14	1	0.4	i	-5	2
Cc1csc(=O)n1CCC(=O)OCC(=O)NNC(=O)c1ccccc1	-6.0	0.1	3	8	-6	.	-0.2	i	.	-7
O=S(=O)(c1ccc(NC(=S)NCc2ccco2)cc1)N1CCCC1	-0.1	.	-10	8	-4	4	-2.2	-0.1	-8	-2
CCc1nnc(NC(=O)CSc2nnc(-c3ccc(S(=O)(=O)N4CCCC4)cc3)n2CC)s1	-0.1	-0.3	19	2	-4	1	-1.2	i	-8	-7
COC(=O)Nc1ccc(S(=O)(=O)NCCO)cc1	-4.1	.	7	1	-6	5	1.1	12	8	-2
CCOc1ccc(/C(O)=C2/C(=O)C(=O)N(c3ncccn3)C2c2ccccc2)cc1 (configuration not stated)	0.4	0.8	2	0	.	1	-1.8	-0.3	36	2
CCCN1C(=O)/C(=N\OCC(=O)NCC(F)(F)F)c2ccccc21	-0.2	.	-2	18	.	-1	-0.7	0.1	13	-2
Cc1ccc(N2CC(C(=O)Nc3nccs3)CC2=O)cc1 (configuration not stated)	0.7	.	11	-3	-20	-2	-1.0	-5.0	2	-1
Cc1cc(C)nc(-n2nc(C)cc2NC(=O)CN2CCc3ccccc3C2)n1	-0.4	-0.1	5	2	-7	1	1.4	i	8	1
COc1ccc(CCNC(=O)C2CCCN(S(=O)(=O)c3ccccc3)C2)cc1 (configuration not stated)	1.2	-0.6	12	-4	1	-4	-1.8	i	12	0
CCOC(=O)c1ccc2c(c1)nc(SC/C(O)=C(\C#N)c1nc3ccccc3[nH]1)n2CC	-1.2	.	0	-2	-8	0	0.7	i	32	2
Cc1ccc(C)n1-c1nn(S(=O)(=O)c2cccc3cccnc23)c2cccc(F)c12	.	0.5	0	5	-4	4	5.7	i	-8	.
Cc1onc(-c2ccccc2)c1C(=O)Nc1cccnc1	0.1	0.6	8	1	-11	-2	0.3	.	2	3
Cc1cc2nc(-c3ccc(SCC(=O)Nc4ccc5c(c4)OCCO5)nc3)[nH]c2cc1C	-0.5	0.6	21	8	-18	4	0.4	i	2	-3
O=C(NCc1ccncc1)C(=O)NCC(c1ccco1)N1CCN(c2ccccc2F)CC1 (configuration not stated)	1.8	.	17	3	-3	-2	0.1	-0.7	18	5
COC(=O)C1=C(C)NC(=S)N(C(C)=O)C1c1ccccc1 (configuration not stated)	0.4	.	4	1	-1	3	3.7	-1.1	9	-4
Cc1ccc(C(CC(=O)N2CCCCC2)c2ccccc2)c(O)c1C (configuration not stated)	9.8	0.6	5	-8	-2	-3	-0.1	-10	7	69*
COc1ccc(Cn2c(O)c(/C=N/NC(=O)c3ccccc3O)c(=O)[nH]c2=O)cc1	-0.2	0.2	1	5	.	1	-0.5	i	30	1
N/C(=N\OC(=O)c1ccc2ccccc2c1)c1ccc(Br)cc1	0.1	0.1	-2	-7	.	-2	1.1	-0.2	-4	-1
CCc1nc(SCc2ccc(Cl)cc2)n[nH]1	-1.0	7.9	-5	3	-3	-5	0.5	i	28	-2
COC(=O)c1ccc2nc(-c3ccc(Cl)cc3)c(CC3CCCCC3)n2c1	0.8	-1.0	.	7	.	.	.	.	.	-1
Cc1ccc(C(=O)/C=C/N(C)C)o1	-0.4	-0.1	-6	0	-4	-3	6.6	-0.4	9	0
CCNC(=O)C1CCCN(C(=O)c2ccccc2OC(F)(F)F)CC1 (configuration not stated)	0.1	0.5	-1	1	.	.	.	i	.	-11
CCOc1ccccc1CNS(=O)(=O)c1csc(C(N)=O)c1	1.1	0.5	2	8	-2	5	-0.1	-0.3	13	4
CC(=O)Nc1ccc(-c2csc(NNC(=O)c3ccc(C)cc3)n2)cc1	1.5	2.1	-3	-11	5	-4	1.2	-0.5	11	-4
COc1ccc(CNC(=O)C[C@H]2C[C@H](C(=O)N3CCOCC3)[C@@]3(C)c4[nH]c5ccc(Cl)cc5c4CCN3C2=O)cc1OC	0.2	1.9	26	-2	-4	.	1.2	i	.	0
CC(=O)c1cnn(-c2c(Cl)cc(Cl)cc2Cl)c1C	0.3	1.8	3	-8	-17	-4	-0.8	0.6	5	6
O=C(c1cc(-c2cccc(Cl)c2)on1)N1CCc2ccccc2C1	1.3	1.3	-2	1	4	4	-1.0	-0.6	26	1
COc1ccc(CCNC(=O)COC(=O)c2cc(OC)c(OC)cc2OC)cc1OC	0.3	0.2	-5	2	-3	5	0.2	-0.4	9	-2
Cc1ccc(-c2csc(NC(=O)CN3CCOCC3)n2)cc1C	.	.	2	.	-14	1	0.0	-0.5	15	.
C[C@H](CO)N1C[C@H](C)[C@@H](CN(C)S(C)(=O)=O)Oc2ccc(NS(=O)(=O)c3cn(C)cn3)cc2C1=O	0.2	-6.8&0.3	-6	-1	-4	.	-3.4	-1.0	.	0
(cont.)
SMILES	BoNT-A LC inh2	TcdB GH inh	Y pestis TopoI	CCHFV vOTU inh	SSB-PriA inh	3CLpro inhibitor	PfHsp40 yeast	BH1578 lux ind	VHR inh abs	Anthrax LF prot
O=C(CCC(=O)N1C[C@H]2C[C@@H](C1)c1cccc(=O)n1C2)NCc1ccccc1	0.1	0.0	-1	-1	.	0	0.9	-0.8	8	2
O=[N+]([O-])c1ccc(N2CCN(Cc3ccccc3)CC2)c2c1no[n+]2[O-]	2.1	1.5	-3	27	.	.	.	-4.8	.	-7
Cc1cnc(C(=O)OCC(=O)Nc2ccc(Cl)cc2Cl)cn1	-0.4	.	-3	-3	-16	0	0.4	-0.6	9	0
CN1CCC(c2c[nH]c3ccccc23)C1 (configuration not stated)	-3.8	0.3	5	7	-19	1	-0.1	i	-4	0
Cc1cc(C(=O)N2CCCC(N3CCN(c4cccc(C(F)(F)F)c4)CC3)C2)n[nH]1 (configuration not stated)	-0.9	1.4	6	13	5	6	0.2	i	2	-8
COc1ccc(NC(=O)C2OCCc3ccccc32)c(OC)c1 (configuration not stated)	1.1	.	-2	11	3	5	-0.9	-1.1	3	0
O=C(/C=C/c1ccco1)NCc1ccccn1	-0.1	0.3	-2	-10	-4	-3	-0.5	-0.3	7	-2
CC1(c2nnc(-c3ccc(Cl)cc3)o2)CC(c2ccc([N+](=O)[O-])cc2)=NO1 (configuration not stated)	0.1	1.6	-1	6	-4	.	-0.5	-0.9	-5	-8
CN(C)S(=O)(=O)c1cccc(COC(=O)CCNC(=O)c2ccc([N+](=O)[O-])cc2)c1	-4.2	3.4	-7	-1	-3	.	-1.6	-0.6	.	-4
COc1ccc(OCC(=O)NNC(=O)c2ccc(-c3ccccc3)cc2)cc1	0.2	.	15	1	0	1	1.9	6.7	14	-3
CC(C)c1ccc(OCC(=O)N2CCN(C(=O)c3ccco3)CC2)cc1	2.9	0.4	2	-2	-20	0	3.7	-0.3	19	2
O=C(COc1ccccc1Cc1ccccc1)Nc1cccnc1	0.3	1.5	17	4	-12	.	0.9	i	.	-4
O=C(NCC1CCN(C(=O)c2ccc([N+](=O)[O-])cc2)CC1)c1ccc([N+](=O)[O-])cc1	-1.4	2.2	-7	7	-1	10	-0.3	-0.3	18	0
O=S1(=O)NC(=NCCOCCO)c2ccccc21	1.6	1.3	-2	3	4	6	-0.9	-0.3	0	0
COc1cc(C(=O)NCC(c2cccs2)N2CCOCC2)c([N+](=O)[O-])cc1OC (configuration not stated)	-2.5	-1.1	1	2	2	.	0.8	-1.2	.	-3
CC(C)(C)OC(=O)CC12CCCCC1NC(=O)O2 (configuration not stated)	-0.3	1.0	4	8	4	-5	8.0	-0.2	1	14
COc1ccccc1CN1CCN(C(=O)c2cccc3ccccc23)CC1	.	1.2	22	-11	5	.	.	-0.5	.	.

Assay outcomes (PubChem BioAssay)
